# LGR2 antag = Drosophila LGR2 receptor signaling inhibition; inhibition, % at 9.99 µM; HEK293 LGR2, CRE-luciferase, bursicon-stimulated, 4 h; 380,000 compounds, 0.35% hits;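 active means drop in luminescence signal, shown as inhibition above about 50% in the replicate tests, limit read from the data, passing the limit was not always enough; inconclusive means probably only some replicates passing the limit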;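 further: agonist challenge used bursicon conditioned medium at about half maximal strength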
# miR122 inh = inhibitors of miR-122 in Huh7 cells; Huh7 miR-122 Renilla luciferase sensor, 48 h; neutral wells = 0, positive control = 100; activation (reporter increase), % at 12.5 µM; AID 602342; 340,000 compounds, 0.3% hits;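 active means mean replicate activation score at least 90 and every replicate individually at or above 90; inconclusive means only one of the two criteria met; inactive means neither criterion met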;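 further: higher luciferase means less miR-122 activity so hits act as miR-122 inhibitors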
# Cneo AK release = Cryptococcus neoformans lysis via adenylate kinase release. C. neoformans lysis, adenylate kinase release luminescence, 4 h; normalised: neutral wells 0, clomiphene wells 100. lysis activity, % at 15 µM. 360,000 compounds, 0.2% hits;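 active means mean lysis activity across replicates of at least 80%, whatever share of replicates individually reach that level; inactive means mean lysis activity below 80%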
#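 Signal: Adenylate kinase release luminescence | Assay system: Log-phase Cryptococcus neoformans yeast cells | Input: Cells at 5 × 10^6 per mL | Buffer or medium: Fresh YPD growth medium | Compound: Single dose | Schedule: Static 4 h at 37 °C with compound, 1 h detection | Controls: Clomiphene | Read-out: Luminescence rise reflecting yeast cell lysis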
# CASP6 VEID inh = caspase-6 (human) enzyme inhibition; P55212; purified caspase-6, Z-VEID-R110 cleavage fluorescence; inhibition, % at 12.5 µM; 350,000 compounds, 0.53% hits; AID 686996;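 active means mean inhibition across replicates at least about 35%, with every replicate also reaching that limit, limit read from the data; inconclusive means only one of the two criteria met; inactive means neither criterion met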;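 further: 0% = median of neutral control wells and 100% = no fluorescence left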
# Target sequence (P55212 24-179 limits assumed): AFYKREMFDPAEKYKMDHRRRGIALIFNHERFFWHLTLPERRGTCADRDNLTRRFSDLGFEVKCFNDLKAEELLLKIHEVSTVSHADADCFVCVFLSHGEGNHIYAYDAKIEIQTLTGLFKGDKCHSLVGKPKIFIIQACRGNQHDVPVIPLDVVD
# Target sequence (P55212 194-293 limits assumed): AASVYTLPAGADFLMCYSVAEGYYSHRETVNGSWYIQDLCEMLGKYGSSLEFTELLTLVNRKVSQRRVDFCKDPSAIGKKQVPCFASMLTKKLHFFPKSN
# PGC1a acetyl inh = modulators of PGC1a acetylation; U2OS PGC1a acetylation, AlphaScreen anti-acetyl-lysine; with virally co-expressed GCN5 acetyltransferase; 350,000 compounds, 0.17% hits; inhibition, % at 15.6 µM;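 active means every replicate shows inhibition of at least 40%; inconclusive means mean inhibition at least 40% but some replicate below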;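 further: 0% = neutral control wells and 100% = positive control wells; some results beyond the cut were filed as inactive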
# PAX8 reporter = lowers PAX8-driven luciferase in RMG-I cells | RMG-I TPO-luciferase reporter, SteadyGlo, 24 h | inhibition, % at 12.6 µM | 360,000 compounds, 1.2% hits | AID 652154;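 active means mean replicate inhibition at least 60% with every replicate also reaching 60%; inconclusive means only one of the two criteria is met; inactive means mean below 60% and not all replicates reaching 60%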;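 further: luciferase light reporting Pax8 driven TPO promoter activity; plate controls were median of neutral control wells for no effect and mitoxantrone controls for full effect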
# FN deposit inh = fibronectin deposition inhibition; AH1F fibroblasts, Alexa488-fibronectin deposition fluorescence, overnight; 350,000 compounds, 0.086% hits; inhibition, % at 12.6 µM; AID 743247;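 active means mean inhibition across replicates of 30% or more, regardless of how many single replicates reach that level; inconclusive means mean under 30% yet at least half of replicates reach 30%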;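 further: positive control wells lacked labelled fibronectin entirely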
#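 Material: AH1F fibroblast monolayer depositing Alexa488-labelled fibronectin into matrix | Input: 10000 AH1F cells/well | Medium: DMEM plus 2% serum, read in PBS | Reagent: Alexa488-fibronectin, 24 nM final in well | Compound dosing: One dose per compound, pinned | Schedule: 1 h adhesion, overnight exposure | Measured by: Fluorescence at 485 nm excitation, 525 nm emission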
# EWS-Fli inh = inhibitors of EWS/Fli oncoprotein transcriptional activity. 350,000 compounds, 0.67% hits. inhibition, % at 12.6 µM. AID 651661. A673 NR0B1-luciferase reporter, viability-normalised;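 active means mean inhibition of at least 50% after viability correction, with every replicate also passing that limit; inconclusive means mean reaches 50% but only one of two replicates passes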;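 further: firefly luciferase signal divided by Alamar Blue viability fluorescence both relative to DMSO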
# The depositor's hits bear a star; ? = inconclusive; . = not tested or not shown; [ ] = dose if it differs, or a comment. Compounds were not picked by outcome; about 2.5% have a hit in one of these screens.
SMILES,LGR2 antag,miR122 inh,Cneo AK release,CASP6 VEID inh,PGC1a acetyl inh,PAX8 reporter,FN deposit inh,EWS-Fli inh
CCOC(=O)/C(C#N)=C/c1cccn1-c1ccc(Cl)cc1,.,-5,0,-2,-8,19,-8,3
CCCNC(=O)[C@H]1[C@H](CO)[C@H]2Cn3c(ccc(-c4ccc(F)cc4)c3=O)[C@H]2N1CC,-11,-3[16.7 µM],0,3,.,.,.,5
C[C@@H]1CN([C@H](C)CO)C(=O)c2cc(NC(=O)NC3CCCCC3)ccc2O[C@@H](C)CCCCO[C@@H]1CN(C)C(=O)c1ccncc1,12,9[16.7 µM],-12,.,-9,-19,.,-7
CNC[C@H]1Oc2cc(C#CCOC)ccc2S(=O)(=O)N([C@@H](C)CO)C[C@@H]1C,-6,-2[16.7 µM],-2,3,5,5,.,-9
CC1(C(=O)NCc2ccco2)CCN1C(=O)C1(c2ccccc2)CC1 (configuration not stated),3,-1,-1,0,-5,-13,-2,-1
C[C@H](CO)N1C[C@H](C)[C@@H](CN(C)C(=O)NC2CCCCC2)Oc2ccc(NC(=O)CCN3CCOCC3)cc2CC1=O,-9,-4[16.7 µM],-2,1,-3,2,-9,1
CSC[C@H]1CN(c2ccc(Br)cc2)C(=O)[C@@H]1CC(=O)Nc1ccccc1,-1,2,4,-2,-5,7,.,-9
COc1cc2[nH]c(=S)n(NC(=O)c3ccccc3)c(=O)c2cc1OC,1,-1,2,.,7,.,-1,.
CCOc1ccc(Cl)cc1S(=O)(=O)N1CCC(C(=O)N2CCCC2)CC1,2,3,1,-2,.,-7,-2,-1
CCOc1ccc(NC(=O)CCNc2c(N3CCCC3)c(=O)c2=O)cc1,-6,-7,2,.,0,.,.,.

# An excerpt from above with just LGR2 antag, CASP6 VEID inh and FN deposit inh:
SMILES | LGR2 antag | CASP6 VEID inh | FN deposit inh
CSC[C@H]1CN(c2ccc(Br)cc2)C(=O)[C@@H]1CC(=O)Nc1ccccc1 | -1 | -2 | .
COc1cc2[nH]c(=S)n(NC(=O)c3ccccc3)c(=O)c2cc1OC | 1 | . | -1

# (next part)
SMILES,LGR2 antag,miR122 inh,Cneo AK release,CASP6 VEID inh,PGC1a acetyl inh,PAX8 reporter,FN deposit inh,EWS-Fli inh
CN1CCn2cnc(C(=O)Nc3ccc(Cl)cc3)c2C1=O,-21,-7,-6,2,6,-35,8,-6
Cc1noc(C)c1NC(=O)Nc1ccc2c(c1)C(=O)N([C@@H](C)CO)C[C@@H](C)[C@@H](CN(C)S(=O)(=O)c1ccc(F)cc1)OCCCC[C@@H](C)O2,-11,-1[16.7 µM],0,-1,-11,-22,.,-2
O=C(C[C@@H]1C[C@H]2c3cc(NS(=O)(=O)c4ccc(F)cc4)ccc3O[C@H]2[C@@H](CO)O1)N1CCOCC1,11,4[16.7 µM],0,-1,-1,-2,3,7
Cc1ccccc1N1CC(C(=O)Nc2ccc(S(=O)(=O)NCC3CCCO3)cc2)CC1=O (configuration not stated),-1,-2,3,0,.,-2,4,-1
O=C(C1CCCN(S(=O)(=O)c2cccc3nsnc23)C1)N1CCCCCC1 (configuration not stated),11,.,.,1,.,-13,6,-2
Cc1ccc(S(=O)(=O)N(C)C[C@H]2Oc3c(NC(=O)C4CCCCC4)cccc3C(=O)N([C@@H](C)CO)C[C@@H]2C)cc1,.,31[16.7 µM],64,-5,.,-2,.,3
CCCCn1c2nc3ccccc3nc2c2c(=O)n(CC(C)C)cnc21,-4,-2,-3,-4,7,-22,4,4
CCN(C(=O)COC(=O)CCCOc1ccccc1)c1c(N)n(Cc2ccccc2)c(=O)[nH]c1=O,6,.,-1,1,.,0,8,1
C[C@H]1CN([C@@H](C)CO)C(=O)c2cccc(NC(=O)Nc3ccc4c(c3)OCO4)c2O[C@@H]1CN(C)C(=O)NC1CCCCC1,-32,3[16.7 µM],-3,0,-11,.,.,-11
CCOc1ccc(C(=O)N2CCn3c2nc2ccccc23)cc1,-19,3,-3,3,8,-6,1,-3
COc1ccc(CNC(=O)CSc2cc(=O)n(C)c3ccccc23)cc1,-2,.,.,0,.,-3,-8,4
CC(/C=N/N1CCN(c2ccc(C)cc2)CC1)=C\c1ccccc1,0,.,0,.,.,5,13,.
CC(C)CCNC(=O)C(c1ccco1)N(Cc1ccccc1)C(=O)c1snc(C(N)=O)c1N (configuration not stated),7,19,1,2,-3,.,.,-1
O=C(O)C1Sc2[nH]c(=O)sc2C2c3ccc(O)cc3OC(=O)C12 (configuration not stated),0,-9,-8,58*,4,2,0,-3
COc1ccc2[nH]c3c(c2c1)CCN1C(=O)C(CC(=O)NCCCN(C)C)C[C@H](C(=O)N2CCCCC2)[C@@]31C (some centres not stated),-11,-2,31,-39,1,-12,-7,2
CCCCNC(=O)C1(C)CCN1Cc1ccc(C(=O)OCC)cc1 (configuration not stated),-23,2,0,0,-25,-15,-2,10
CC1=CCC[C@@H]2[C@]3(CC/C(=C/CO)CO)CO[C@@]2(C1)[C@@H](O)C[C@H]3C,0,0,-1,-1,8,.,.,-12
COc1ccc(S(=O)(=O)Nc2ccc3c(c2)C(=O)N([C@@H](C)CO)C[C@@H](C)[C@H](CN(C)Cc2ccncc2)OCCCC[C@@H](C)O3)cc1,2,3[16.7 µM],1,-4,8,-2,.,-3
COCCN(C(=O)COC(=O)CCOc1ccccc1C)c1c(N)n(Cc2ccccc2)c(=O)[nH]c1=O,4,-3,0,6,1,15,4,2
O=[N+]([O-])c1ccc(NCc2ccc(Cl)cc2)nc1,.,-1,-2,2,6,-90,-4,-37
O=C(Cc1ccccn1)N[C@H]1CC[C@H](CC(=O)N2CCCCC2)O[C@@H]1CO,0,.,4,-1,-1,-3,-5,6
O=C(CCS(=O)(=O)c1ccc(F)cc1)Nc1ccc(N2CCN(Cc3ccccc3)CC2)cc1,26,-8,2,1,-8,-6,2,-9
COc1ccc(Cn2c(-c3ccc(C)cc3)c[n+]3ccccc23)cc1,13,4,18,0,-12,88*,9,5
CCc1cc2c(NCc3ccco3)ncnc2s1,.,-6,4,.,-8,.,-1,.
COc1cc(OC)cc(C(=O)OCC(=O)Nc2cccc(C(C)=O)c2)c1,1,.,0,1,.,-10,-1,-3
CC1(C(=O)NC2CCCCCCC2)CCC(=O)N1Cc1cccs1 (configuration not stated),-2,5,0,.,-47,.,2,.
CC(C)N(C(=S)Nc1cccc(S(=O)(=O)N(C)C)c1)c1ccccc1,10,5,0,1,7,1,-2,-8
COc1ccc(S(=O)(=O)N2CCCc3nc(C)c(C)cc32)cc1,-7,.,.,-3,.,-1,5,11
C[C@H]1CN([C@@H](C)CO)C(=O)Cc2cc(NS(=O)(=O)c3ccc(Cl)cc3)ccc2O[C@@H]1CN(C)C,-7,10[16.7 µM],-7,1,2,6,.,5
CC(C)NC(=O)N(C)C[C@H]1OCCCC[C@@H](C)Oc2ccc(N(C)C)cc2C(=O)N([C@H](C)CO)C[C@H]1C,-1,3[16.7 µM],-1,0,-2,-6,-5,.
Cc1ccc2nc(SCC(=O)Nc3nonc3C)[nH]c2c1,2,-1,0,-2,6,6,-4,-8
CCCNC(=O)N1C[C@H](C)[C@H](OC)CN(C)C(=O)c2ccc(NC(=O)CC)cc2OC[C@H]1C,-4,.,-7,2,-15,-12,-4,-8
C[C@H](CO)N1C[C@H](C)[C@@H](CN(C)S(=O)(=O)c2ccc(F)cc2)Oc2ccc(NC(=O)Nc3ccc4c(c3)OCO4)cc2C1=O,6,-6,-4,1,-11,-16,.,-9
O=C(Nc1ncc2c(n1)-c1ccccc1CC2)c1ccc(Cl)cc1,.,2,2,.,.,5,-6,.
CCn1c(C)nc2cc(C(=O)NNC(=S)Nc3ccc(Cl)cc3)ccc21,-23,-3,-3,0,35,-27,0,-11
CCCN(CCC)CC(O)Cn1cc(/C=C/C(=O)c2cccs2)c2ccccc21 (configuration not stated),11,.,.,-1,.,-10,-10,15
COc1ccc(/C=N/NC(=O)c2cccnc2)cc1CN1CCOCC1,6,.,4,-2,?,29,4,3
Cc1sc2ccccc2c1CNC[C@H]1O[C@@H](n2cnc3c(N)ncnc32)[C@H](O)[C@@H]1O,-12,2,2,-1,0,-7,1,4
Cc1ccc(NC(=O)c2c3c(nc4ccccc24)CCC3)cc1S(=O)(=O)N(C)C,-8,1,.,8,12,16,.,10
CCCCN(C(=O)CCNC(=O)NC12CC3CC(CC(C3)C1)C2)c1c(N)n(CCC)c(=O)[nH]c1=O,-5,.,11,-3,.,16,-3,1
Cc1ccc(-n2nnnc2SCC(=O)NC(C(=O)O)(c2ccccc2)c2ccccc2)cc1C,11,.,.,0,7,3,9,0
O=C(c1ccccn1)N1CC2(C1)[C@H](c1ccccc1)[C@@H](CO)N2C(=O)C1CC1,2,.,.,-1,3,-1,-7,11
CC1CCc2c(sc(NC(=O)c3ccco3)c2C(=O)O)C1 (configuration not stated),-48,12,-3,-3,.,9,-1,-112
CC(=O)Nc1ccc(NC(=S)NC(=O)c2oc3ccccc3c2C)cc1,-13,0,-1,.,-8,21,8,.
Cc1c(C(=O)O)sc2nc(/C=C/c3cccc(F)c3)[nH]c(=O)c12,-5,-5,0,5,8,-16,1,-4
O=C(NCc1ccccc1)c1ccc2nnsc2c1,-14,0,-2,3,.,6,-2,-9
COc1ccc(CC(=O)N2CCCc3ccccc32)cc1OC,.,1,-2,.,11,4,2,.
CCOC(=O)c1c(S(=O)(=O)Nc2ccc(CN3CCC(C)CC3)cc2)c(C)n(C)c1C,14,0,1,4,-1,4,2,-3
COC(=O)c1sccc1NC(=O)c1csc2c1CCCC2,.,-9,-2,1,-7,.,.,-61
Cc1nc(-c2ccc(C#N)cc2)cs1,.,.,.,-5,6,-7,-8,12
# (further entries)
SMILES,LGR2 antag,miR122 inh,Cneo AK release,CASP6 VEID inh,PGC1a acetyl inh,PAX8 reporter,FN deposit inh,EWS-Fli inh
COc1ccc([N+](=O)[O-])cc1N1C(=O)c2cccc3cccc(c23)C1=O,-12,6,-1,2,.,20,7,-4
CSc1ccc(CNC(=O)C(C)n2nc(C)c3c(C)n(-c4ccccc4)nc3c2=O)cc1 (configuration not stated),4,-3,-3,3,0,1,7,.
Cc1ccc(NC(=O)CN(C)C(=O)Cn2ccsc2=N)cc1,-7,1,2,-3,4,-6,1,2
CC(=O)c1cccc(NC(=O)COC(=O)C2CCCN2C(=O)c2cccs2)c1 (configuration not stated),-7,-2,2,-8,-32,2,.,-1
N#CC1=C(SCC(=O)Nc2ccccc2)NC(=O)CC1c1ccco1 (configuration not stated),-38,2,-2,.,13,.,.,.
COc1cc2c(cc1OC)/C(=C/c1ccc(Cl)cc1)C(=O)OC2,20,.,-1,.,.,-4,0,.
COc1cc(CNc2cccc3c2S(=O)(=O)N([C@H](C)c2ccccc2)C[C@@H](COCc2ccccc2)O3)cc(OC)c1OC,-7,.,.,-3,.,22,2,8
CCN(CC)c1ccc(NC(=O)c2cc(OC)cc(OC)c2)c(C)c1,.,75,2,.,-99,.,-2,.
CCCCCCn1c(C(C)O)nc2ccccc21 (configuration not stated),-4,0,0,.,-21,.,.,.
